Gal4-VP16 FLuc = VP16 counterscreen qHTS for inhibitors of ROR gamma transcriptional activity | AID 2546, 2010 | hit rate 3.5% among 310,000 | Potency, µM (top dose mostly 53.6 µM), for the others: at the top dose activity, negative = inhibition, usual class: inhibitors | Drosophila S2 Gal4-VP16 UAS-luciferase, luminescence, 20 h;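 note: Gal4-VP16 expression switched on by copper sulfate through the metallothionein promoter; % is set by controls: 0 for no effect and ±100 for the full control effect; nearly all actives have a fitted effect of over 50% in size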
ELG1 genotoxic = qHTS screen for small molecules that induce genotoxicity in human embryonic kidney (HEK293T) cells expressing luciferase-tagged ELG1; HEK293T ELG1-luciferase reporter, luminescence, 16 h; Potency, µM (highest dose often 46 µM), for inactives: at the top dose activity change, positive = activation, usual class: activators; hit rate 1.3% among 330,000; AID 504466, 2011; note: % of control where 0% means no effect; nearly all actives have a fitted effect of over 60% in size
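After overnight (16 hr) compound treatment at 37 °C, ELG1-luciferase HEK293T cells were lysed with ONE-Glo; luminescence quantified 30 min later at room temperature.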
uPA surface inh = qHTS for Inhibitors of Cell Surface uPA Generation; cell surface uPA generation assay, qHTS; Potency, µM (top dose mostly 38.3 µM), inactives show at the highest dose activity change, negative = inhibition, actives largely listed as inhibitors; hit rate 0.31% among 330,000; AID 540303, 2011; active = well fitted inhibition curve with a large enough effect; inconclusive = small, poorly fitted or top-dose-only effect; inactive = no such curve, though single readings can be large or run the other way; tested in mouse RAW 264.7 cells; note: % is set by controls: 0 for no effect and ±100 for the full control effect; nearly all actives have a fitted effect of over 55% in size
Rab9 prom act = qHTS Assay for Rab9 Promoter Activators. hit rate 2.8% among 320,000. AID 485297, 2010. Huh7 Rab9 promoter-luciferase reporter, luminescence, 24 h. Potency, µM (doses to about 9.22 µM), without a hit: top-dose activation, negative = inhibition, usual class: activators; note: % of control where 0% means no effect; nearly all actives have a fitted effect of over 60% in size
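Huh7 cells stably carrying a Rab9 promoter-luciferase reporter, 1500 cells per well in OP-MEM I with 10% FBS, treated with compound 24 hours at 37C. Luciferase activity read by luminescence after 10 minutes with Amplite reagent.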
p53 reactivation = qHTS assay for re-activators of p53 using a Luc reporter. H1299 p53-A138V BP100-luciferase reporter, luminescence, 24 h. Potency, µM (top dose mostly 92.2 µM), without a hit: at the top dose activity change, positive = activation, usual class: activators. hit rate 0.063% among 320,000. AID 504706, 2011; note: % of control where 0% means no effect; nearly all actives have a fitted effect of over 45% in size
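p53-null H1299 cells stably carrying temperature-sensitive p53-A138V and a BP100-luciferase reporter were pinned with compounds (4-point, 1:5 series) and held 24 hrs at 37 deg C. Luminescence was read 10 min after detection reagent.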
BRCA1 expr up = qHTS Assay to Identify Small Molecule Activators of BRCA1 Expression. Potency, µM (titrated, usually from 46.1 µM), without a hit: at the top dose activation, usual class: activators. MCF7-BRCA1-FFLuc reporter, luminescence, 48 h; response scale: scaled: vehicle 0%, 10 µM genistein 100%. hit rate 1.1% among 380,000; note: nearly all actives have a fitted effect of over 80% in size; some results filed as inactive show a strong effect at the top dose
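Cells: MCF7-BRCA1-FFLuc, 2000/well. Exposure: 48 h, 37 °C, 5% CO2. Read: luminescence, 15 min post-substrate. Controls: genistein 10 microM (maximal activation), DMSO (neutral).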
FLuc modulator = qHTS profiling assay for firefly luciferase inhibitor/activator using purifed enzyme and Km concentrations of substrates (counterscreen for miR-21 project). hit rate 6.9% among 360,000. Luciferin 4-monooxygenase (Photinus pyralis), P08659. Potency, µM (highest dose often 57.5 µM), for the others: at the highest dose activity change, negative = inhibition, actives largely listed as inhibitors. AID 588342, 2011. purified FLuc, Km substrates, luminescence inhibition;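 note: plate controls were vehicle for no effect and reference inhibitor for full effect; nearly all actives have a fitted effect of over 55% in size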
Target sequence (P08659 whole entry, looked up): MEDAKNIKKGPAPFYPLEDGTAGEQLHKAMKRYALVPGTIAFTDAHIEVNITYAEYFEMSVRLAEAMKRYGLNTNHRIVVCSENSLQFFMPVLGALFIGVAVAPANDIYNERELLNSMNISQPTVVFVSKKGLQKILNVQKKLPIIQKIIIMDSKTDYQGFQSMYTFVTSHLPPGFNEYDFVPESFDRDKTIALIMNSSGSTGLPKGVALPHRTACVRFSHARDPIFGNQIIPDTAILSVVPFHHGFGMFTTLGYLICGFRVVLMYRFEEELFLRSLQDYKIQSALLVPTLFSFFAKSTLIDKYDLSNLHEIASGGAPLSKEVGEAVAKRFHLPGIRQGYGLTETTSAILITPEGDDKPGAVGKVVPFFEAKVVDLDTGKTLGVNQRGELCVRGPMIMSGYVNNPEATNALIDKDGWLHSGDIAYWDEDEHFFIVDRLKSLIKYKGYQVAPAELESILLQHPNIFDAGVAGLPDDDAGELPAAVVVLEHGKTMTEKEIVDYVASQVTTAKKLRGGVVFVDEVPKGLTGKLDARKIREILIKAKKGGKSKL
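Biochemical qHTS of compounds, final roughly 60 µM downward over six points, against 10 nM purified firefly luciferase using Km concentrations of substrates (10 uM D-luciferin, 10 uM ATP) in Tris acetate pH 7.5 buffer; luminescence output.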
NPC1 promoter act = qHTS Assay for NPC1 Promoter Activators; Huh7 NPC1 promoter luciferase reporter, 24 h; Potency, µM (top dose mostly 9.22 µM), inactives show at the highest dose activation, most hits filed as activators; hit rate 2.4% among 320,000;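 note: % of control where 0% means no effect; nearly all actives have a fitted effect of over 60% in size; reporter is driven by a mutant NPC1 promoter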
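Luciferase expression driven by the NPC1 promoter was measured in stably transfected Huh7 cells after a 24 h compound incubation, using a luciferase reagent and a luminescence read.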
RORgamma inh = qHTS for inhibitors of ROR gamma transcriptional activity; Potency, µM (series often up to 53.6 µM), for the others: at the top dose activity change, negative = inhibition, most hits filed as inhibitors; hit rate 5.4% among 310,000; Drosophila S2 Gal4-RORgamma UAS-luciferase reporter, 20 h; note: % is set by controls: 0 for no effect and ±100 for the full control effect; nearly all actives have a fitted effect of over 60% in size
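Luciferase reporter read in Schneider cells carrying Gal4-RORγ (mouse) and UAS-Photinus luciferase; cells given compound 1 h before 700 uM copper sulfate induction, then incubated 20 h at ambient temperature.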
MBNL1 CUG block = qHTS Assay for Inhibitors of MBNL1-poly(CUG) RNA binding | hit rate 0.036% among 280,000 | Potency, µM (top dose mostly 57.5 µM), without a hit: at the highest dose activity change, negative = inhibition, usual class: inhibitors | TR-FRET MBNL1-His/biotin-(CUG)12 binding, 665/545 ratio; active = well fitted inhibition curve with a large enough effect in the signal ratio, with a control signal flat, not every such curve was filed as active; inconclusive = small, poorly fitted or top-dose-only effect, or effect the other way, or a change in a side signal; inactive = no such curve, though single readings can be large or run the other way; the % refers to the signal ratio; note: % is set by controls: 0 for no effect and ±100 for the full control effect
Target sequence (Q9NR56 whole entry, looked up): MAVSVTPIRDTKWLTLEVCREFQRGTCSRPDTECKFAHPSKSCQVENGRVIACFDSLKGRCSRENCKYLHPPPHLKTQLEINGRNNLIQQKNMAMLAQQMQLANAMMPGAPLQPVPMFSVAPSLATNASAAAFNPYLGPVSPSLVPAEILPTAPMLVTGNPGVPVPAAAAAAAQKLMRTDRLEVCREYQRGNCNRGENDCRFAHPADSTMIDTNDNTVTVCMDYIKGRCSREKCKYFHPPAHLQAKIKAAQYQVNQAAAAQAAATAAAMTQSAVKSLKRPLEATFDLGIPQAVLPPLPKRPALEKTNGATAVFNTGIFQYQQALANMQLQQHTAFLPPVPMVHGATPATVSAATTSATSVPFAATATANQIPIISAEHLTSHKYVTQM
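TR-FRET between His-tagged MBNL1 and biotin-(CUG)12 RNA, detected with Tb anti-His antibody (0.055 ng/ul) and streptavidin-XL665 (5 nM), 60 min at room temperature. Compounds titrated 92 nM to 58 uM; 665/545 nm ratio normalized to buffer and complex controls.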
* marks the source's active call; other numbers are inactive results; u = inconclusive; x = no result given; & = joins results of further samples; [ ] = another dose, or the depositor's remark. Unless noted, calls come from the whole dose curve; as a rule, active = well fitted curve in the direction sought with a large enough effect; inconclusive = small, poorly fitted or top-dose-only effect, or another doubt; inactive = no such curve, though single readings can be large; an effect the other way counts as inactive or inconclusive. Potency is the fitted concentration of half-maximal effect. Hits appear at their usual frequency; overall some 13% were active at least once.

SMILES | Gal4-VP16 FLuc | ELG1 genotoxic | uPA surface inh | Rab9 prom act | p53 reactivation | BRCA1 expr up | FLuc modulator | NPC1 promoter act | RORgamma inh | MBNL1 CUG block
COc1ccc(F)cc1C1=CC(=O)C[C@H](c2ccc3c(c2)OCO3)C1 | x | 0% | u | 0% | 0% | -14% | -1% | -20% | x | x
C[C@H](NC(=O)c1nc[nH]c1C(=O)N[C@@H](Cc1ccccc1)C(=O)OCc1ccccc1)c1ccccc1 | 7.9µM* | -4% | -6% | 3% | -4% | 3% | 2% | 1% | 4.5µM* | -10%
CCCCOc1ccc(C(=O)NCC(=O)NCc2ccncc2)cc1 | x | 0% | 3% | -7% | 7% | -13% | -2% | -1% | x | x
CC(OC(=O)c1nn(C(C)C)c(=O)c2ccccc12)C(=O)Nc1ncc(Cl)cc1Cl (stereo unspecified) | -7% | -1% | 4% | 0% | 1% | 1% | -1% | -1% | -11% | -6%
O=C(CCn1cnc2ccccc2c1=O)Nc1nc2c(s1)CCCC2 | -2% | -1% | -6% | 0% | -2% | 8% | 0% | -2% | u | -1%
COc1ccccc1N(CN1CCCC1=O)C(=O)COc1ccccc1 | -1% | 2% | -6% | 1% | -16% | -1%[1.84 µM] | 0% | -2% | -6% | -6%
CCNS(=O)(=O)c1cccc(C(=O)c2c(C)cc3ccccn23)c1 | 1% | -5% | -3% | -1% | -8% | -28% | 0% | -3% | 15% | x
O=C(Cc1ccccc1[N+](=O)[O-])N1CCN(S(=O)(=O)c2ccccc2)CC1 | -10% | -3% | 0% | 1% | 7% | -18% | -1% | 1% | 9% | u
CCN(Cc1ccccc1)C(=O)Cn1c(=O)n(-c2ccc(OC)cc2OC)c(=O)c2c(C)c(C)sc21 | 7% | 11% | 18% | 1% | 2% | -25% | -10%&-3% | -9% | u | 0%
Nc1nc2c(C(=O)N3CCOCC3)nnn2c2ccccc12 | -24% | u | 1% | 3.2µM* | 1% | 2.8µM* | 12µM* | 3.2µM* | -43% | -2%
Cc1ccc2nc3c(cc2c1)c(NC(=O)c1ccco1)nn3CC(C)C | -6% | -7% | 13% | -1% | 2% | 25% | u | -1% | 26% | 9%
Cc1ccc2c(c1)N(C(=O)CCC(=O)N1CCC(C(N)=O)CC1)CC(C)O2 (stereo unspecified) | 2% | 2% | 3% | 2% | x | -9% | 6% | -1% | -26% | 2%
C=CCn1c(N)c(C(=O)N2CCOCC2)sc1=S | 9% | 2% | x | 8% | 5% | -30% | 4%[2.3 µM] | 0% | 5% | 23%
Cc1onc(-c2c(F)cccc2Cl)c1C(=O)NCc1ccccn1 | 4% | -4% | 1% | -5% | 3% | -15% | 0% | 14% | 0% | -7%
CN(c1ccccc1)S(=O)(=O)c1ccc(C(=O)NCc2ccccn2)cc1 | -7% | -9% | 6% | 11% | -6% | -14% | -1% | 0% | u | -9%
C(=N\c1c(-c2ccccc2)nc2n1CCS2)/c1ccccc1 | 22% | 0% | 5% | 3% | 8% | 24% | u | -2% | -38% | 5%
CCCCN(CC)CCNC(=O)c1[nH]c(C)c(C(C)=O)c1C | 2% | 3% | 9% | -2% | 0% | -26% | 1% | 4% | 7% | -4%
Cc1ccccc1CNC(=O)CN1C(=O)c2ccccc2S1(=O)=O | 4% | -4% | 1% | -8% | 11% | 17% | -4% | -7% | 10% | -4%
Cn1c(=O)c2c(nc(SCc3ccccn3)n2C)n(C)c1=O | 1% | -1% | x | -6% | 2% | x | 2% | -1% | -18% | -8%
CC(=O)Nc1ccc(S(=O)(=O)Nc2nc3ccccc3nc2Nc2ccccc2)cc1 | -6% | 2% | -12% | -1% | 1% | 6% | u | -2% | 29%[10 µM] | x
Cc1cc(C)n(CCN(C)C(=O)c2cc(COc3c(F)cccc3F)on2)n1 | -1% | 4% | 3% | 7% | -2% | 18% | 2% | -3% | -16% | -6%
Cn1c(=O)c(/C(N)=N/OC(=O)c2ccccc2)cn(-c2ccccc2)c1=O | -16% | 0% | -6% | -6% | -2% | -1% | -3% | -1% | -15% | 7%
C=CCN1c2ccccc2[C@]23C[C@@H](C(=O)OC)N=C2NC(C(=O)OC)=C(C(=O)OC)[C@H]13 | -2% | 0% | 5% | -9% | 2% | -4% | -1% | -3% | 2% | -2%
CCN(CC)CCOC(=O)c1ccc(Cl)cc1 | -6% | 2% | 8% | 6% | 0% | -6% | 2% | 4% | 1% | -13%
CCOC(=O)Cn1c(=N)n(CCOc2ccc(OC)cc2)c2ccccc21 | 2% | 0% | -5% | -2% | -1% | -10% | -2%&0% | -1% | 3% | -4%
New compounds follow:
SMILES | Gal4-VP16 FLuc | ELG1 genotoxic | uPA surface inh | Rab9 prom act | p53 reactivation | BRCA1 expr up | FLuc modulator | NPC1 promoter act | RORgamma inh | MBNL1 CUG block
Cc1cc(NC(=O)Cn2cc(C(F)(F)F)cc(Cl)c2=O)no1 | 1% | 2% | x | -8% | 5% | 2% | 1% | -1% | 15% | 4%
O=C(Nc1ccc(S(=O)(=O)N2CCCC2)cc1)c1ccc(OCC2CCCO2)cc1 (stereo unspecified) | u | -9% | -1% | -21% | -10% | -34% | 2% | -21% | -3% | 3%
CC(Oc1ccc(Cl)cc1Cl)c1nc(-c2ccc(NC(=O)c3ccccn3)cc2)no1 (stereo unspecified) | 20% | u | x | u | u | 1.3µM* | 9.5µM* | 2.8µM* | u | 10%
O=C(COc1c(Br)cc(Br)c2cccnc12)Nc1ccccc1F | 20µM* | -4% | 11% | -2% | 16% | -46% | -5% | 8% | u | 9%
COC(=O)c1cc(OCC(=O)Nc2ccc3c(c2)CCC3)cc(C(=O)OC)c1 | x | -3% | 2% | x | 4% | 1% | x | x | x | x
Cc1ccc(O)c(C=Nc2ccc3[nH]ncc3c2)c1 | u | -3% | -1% | -6% | 1% | -3% | 19µM* | 5% | -7% | 2%
COc1ccccc1CNS(=O)(=O)c1ccc2c(c1)CC(C)N2C(=O)C1CC1 (stereo unspecified) | u | -3%[9.26 µM] | -17% | -7% | 1% | -16% | -1% | 0% | 27% | -2%
COc1cc(OC)c(NC(=O)C(=O)CC(=O)c2ccc(C)cc2C)cc1Cl | -6%[10 µM] | 2% | 1% | -20% | -2% | -11% | -19% | -2% | u | 7%
Cc1ccc(C(=O)NNC(=O)c2ccc(S(=O)(=O)N3CCOCC3)cc2)cc1 | 24% | -1% | 13% | -2% | 1% | 0% | 0% | -1% | -21% | -3%
CCOc1ccc(-c2csc(NC(=O)c3ccc(S(=O)(=O)N4CCc5ccccc5C4)cc3)n2)cc1 | -1% | 0% | 0% | -18% | -1% | 6% | 2% | -8% | 28% | 1%
COc1ccccc1CCNC(=O)C1(C)CC1(Cl)Cl (stereo unspecified) | -11% | -3% | 3% | -5% | 0% | 1% | 1% | 3% | 25% | -3%
COc1ccc(/C=C2/Sc3ccc(C(=O)N4CCc5ccccc5C4)cc3NC2=O)cc1 | -10% | -2% | 10% | -1% | 0% | -18% | -23% | -1% | -10% | x
CCOc1ccc(N(C)c2ccc(/C=C3/SC(=S)NC3=O)cc2)cc1 | u | -2% | -8% | -4% | -3% | 0% | u | 0% | -127% | 19%
O=C(CSc1nc2ccccc2nc1N1CCOCC1)N1CCN(c2ccccc2)CC1 | 0% | -12% | 17% | 7% | x | -33% | 3% | -5% | 7% | 8%
CC(=O)NCCc1cc2ccc(C)cc2[nH]c1=O | 5% | 2% | 1% | 1% | 3% | -28% | 1% | 1% | -35% | 1%
O=C(c1ccco1)N1CCN(C(=O)c2cccc3c2C(=O)N(Cc2cccnc2)C3)CC1 | -2% | 3% | -8% | -1% | -2% | -6% | 0% | 1% | 21% | -4%
CCN(CC)C(=O)[C@H]1C[C@H](CC(=O)NCCCN(C)C)C(=O)N2CCc3c([nH]c4cc(CCC(=O)N(C)C)ccc34)[C@]12C | x | 4% | 16% | x | 2% | 5% | x | x | x | x
O=C(N/N=C/c1cccc([N+](=O)[O-])c1)c1ccc(Br)cc1 | -6% | 0% | -6% | 1% | -1% | 3% | -1% | -9% | -4% | -2%
O=C(O)COc1ccc(-c2nccc(-c3ccccn3)n2)cc1 | u | -3% | -5% | -2% | -6% | -82% | 3.4µM* | 0% | u | 0%
CC(=O)N1CCN(S(=O)(=O)c2ccc3c(c2)CC(=O)N3)CC1 | x | -1% | -24% | -1% | -8% | -8% | 3% | 2% | x | x
CC(C)CNC(=S)N(CCN(C)C)Cc1cc2cc3c(cc2[nH]c1=O)OCO3 | -3% | 3% | -4% | 0% | x | 16% | 7% | 2% | -22% | 7%
COc1cccc(-c2sc3ccc(OC)cc3c2-c2ccc(OCCN3CCOCC3)cc2)c1 | x | -2% | 15% | x | 0% | -44% | x | x | x | x
COc1ccc(/C=N/Nc2nc(-c3ccc(C)cc3)c(NC(C)=O)s2)cc1 | 2% | 7% | -1% | -2% | 7% | 22% | 5.4µM* | 10% | -5% | 2%

Source: PubChem (National Center for Advancing Translational Sciences (NCATS))
